Screening data as filed in PubChem.
LDHA block: blocks human lactate dehydrogenase A; purified LDHA, NADH/diaphorase-resazurin fluorescence; active compounds read low; activity change, % (values are at about 110 or 230 µM); 480,000 compounds, 0.15% hits; in the data active = activity change below about -30%; inconclusive = mostly about -25% to -30%;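 note: plate controls were DMSO wells for no effect and wells without enzyme for full effect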
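Human LDH5 (2 nM) was incubated with 0.06 mM NADH and 0.2 mM pyruvate for 5 min at room temperature in Tris pH 7.4. Remaining NADH was coupled through diaphorase/resazurin, and resorufin fluorescence was read at 0 and 20 min.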
GRP78 ERSR act: ER stress response induction in glioma | AID 602332 | 420,000 compounds, 0.02% hits | Potency, µM, inactives show at the highest dose activation, hits mostly activators | U87-MG GRP78 promoter luciferase reporter, 16 h; note: potency is the fitted concentration of half-maximal effect; series mostly up to about 76 µM; % of control where 0% means no effect; nearly all actives have a fitted effect of over 35% in size
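Stably transfected U87-MG human glioma cells carrying a GRP78-based luminescent sensor were seeded at 1000 cells/well, pin-dosed with compounds and incubated 16 h. Luciferase reagent was then added, and end-point luminescence was read after 10 min at room temperature.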
D2 antag: D2 dopamine receptor (human) antagonism; P14416; inhibition, % at 10 µM; HEK293 TREx D2 cells, calcium flux, dopamine EC80; 340,000 compounds, 2% hits; in the data active = inhibition above about 30%; note: 0% is about no effect
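Read-out: kinetic calcium fluorescence (1 cycle/s) in inducible HEK293 T-REx D2 cells after an EC80 dopamine addition that followed 180 s compound preincubation. Loss of the dopamine response indicates antagonism.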
Vif-APOBEC3G blk: blocks the Vif interaction with human APOBEC3G. HeLa A3G-eYFP + Vif (tagged APOBEC3G with the HIV-1 protein that degrades it), YFP fluorescence, overnight. 410,000 compounds, 0.076% hits. Potency, µM (titrated, usually from 46.1 µM), without a hit: at the highest dose activity, negative = active, most hits filed as inhibitors;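 note: potency is the fitted concentration of half-maximal effect; % is set by controls: 0 for no effect and ±100 for the full control effect; nearly all actives have a fitted effect of over 60% in size; hits raise eYFP signal because A3G escapes Vif-driven loss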
Target sequence (Q9HC16 whole entry, looked up): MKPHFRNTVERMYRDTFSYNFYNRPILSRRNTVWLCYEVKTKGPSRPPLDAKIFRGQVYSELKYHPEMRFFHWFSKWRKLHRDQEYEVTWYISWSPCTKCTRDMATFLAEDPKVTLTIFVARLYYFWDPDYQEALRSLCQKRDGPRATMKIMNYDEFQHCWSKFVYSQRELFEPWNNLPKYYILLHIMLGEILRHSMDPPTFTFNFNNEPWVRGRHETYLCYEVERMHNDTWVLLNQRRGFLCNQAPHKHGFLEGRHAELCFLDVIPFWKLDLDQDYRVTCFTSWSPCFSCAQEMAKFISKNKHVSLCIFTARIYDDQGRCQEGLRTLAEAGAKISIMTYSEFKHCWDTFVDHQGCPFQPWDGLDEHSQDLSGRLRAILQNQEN
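Read-out is eYFP fluorescence (Ex 488/Em 500-530) from Vif-expressing HeLa A3G-eYFP cells; more signal means A3G escaped Vif-mediated degradation. Cells plated overnight, compound pinned in, incubated overnight at 37 deg C.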
RGS4 inh: human RGS4 inhibition; 390,000 compounds, 0.039% hits; Potency, µM (highest dose often 114 µM), without a hit: at the highest dose activity change, negative = inhibition, usual class: inhibitors; P49798; AID 504845; Transcreener GDP fluorescence polarization, RGS4-accelerated GTP hydrolysis; note: potency is the fitted concentration of half-maximal effect; % is set by controls: 0 for no effect and ±100 for the full control effect; nearly all actives have a fitted effect of over 75% in size; some results filed as inactive show a strong effect at the top dose
Target sequence (P49798 whole entry, looked up): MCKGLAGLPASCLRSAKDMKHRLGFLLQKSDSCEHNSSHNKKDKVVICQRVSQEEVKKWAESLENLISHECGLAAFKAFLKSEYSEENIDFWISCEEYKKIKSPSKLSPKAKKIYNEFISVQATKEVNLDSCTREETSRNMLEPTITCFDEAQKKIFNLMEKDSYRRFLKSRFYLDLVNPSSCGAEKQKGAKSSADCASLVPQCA
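MLSMR compounds (23 nl, pin-transferred) preincubated 10 min at room temperature with a 500nM (2x) first reagent, then RGS4 at 900nM (2x) plus Transcreener GDP mix added; fluorescence polarization (620/688 nm) read before and after 90 min at 30 °C.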
ERG-DNA inh: inhibitors of human ERG Ets domain-DNA interaction; P11308; fluorescence polarization, His-ERG Ets domain / labelled DNA; Potency, µM (doses to about 76.9 µM), without a hit: at the top dose FP activity, negative = inhibition, hits mostly inhibitors; 370,000 compounds, 0.028% hits; AID 624246; active = well fitted inhibition curve with a large enough effect in the polarisation, with a control signal flat; inconclusive = small, poorly fitted or top-dose-only effect, or effect the other way, or a change in a side signal; inactive = no such curve, though single readings can be large or run the other way; the % refers to the polarisation;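 note: polarization taken with two DNA probes labelled with fluorescein and Texas red; potency is the fitted concentration of half-maximal effect; % of control where 0% means no effect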
Target sequence (P11308 whole entry, looked up, the tested form may be a part): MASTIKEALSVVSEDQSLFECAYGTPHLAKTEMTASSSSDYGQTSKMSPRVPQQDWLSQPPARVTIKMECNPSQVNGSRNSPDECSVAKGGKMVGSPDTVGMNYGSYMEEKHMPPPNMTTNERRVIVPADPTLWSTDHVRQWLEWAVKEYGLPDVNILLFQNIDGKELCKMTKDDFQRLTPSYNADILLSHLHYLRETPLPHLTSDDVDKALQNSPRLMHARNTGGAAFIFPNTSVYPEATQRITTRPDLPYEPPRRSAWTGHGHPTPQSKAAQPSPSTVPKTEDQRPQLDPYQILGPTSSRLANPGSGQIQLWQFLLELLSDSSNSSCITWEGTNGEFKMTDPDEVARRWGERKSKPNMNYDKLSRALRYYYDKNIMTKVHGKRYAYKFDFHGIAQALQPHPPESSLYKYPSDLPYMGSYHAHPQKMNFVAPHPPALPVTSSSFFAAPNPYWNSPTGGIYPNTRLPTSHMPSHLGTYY
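His-tagged ERG Ets domain (1 uM in the protein solution; 300mM KCl, 50mM Tris-HCl, 1mM EDTA, 1mM DTT, pH 7.5) received compound, then a probe mix of 5 nM fluorescein-DNA and 100nM Texas-615-DNA. Fluorescence polarization was read for both dyes.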
Vif-APOBEC3F blk: inhibitors of Vif-A3F interaction. Potency, µM (doses to about 46.1 µM), without a hit: at the highest dose activity, negative = active. HeLa A3F-eYFP + Vif (tagged APOBEC3F with the HIV-1 protein that degrades it), YFP fluorescence increase. 390,000 compounds, 0.2% hits. AID 602313; note: potency is the fitted concentration of half-maximal effect; % of control where 0% means no effect; nearly all actives have a fitted effect of over 65% in size
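HeLa cells stably expressing Vif plus C-terminally eYFP-tagged A3F were seeded, incubated overnight at 37 deg C, dosed with compound, incubated overnight again at 37 deg C. Yellow fluorescence (Ex 488/Em 500-530) reported blocked Vif-mediated A3F-eYFP degradation.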
D2 agonist: activates the human D2 dopamine receptor; P14416; HEK293 T-REx D2 cells, calcium flux agonist mode; activation, % at 2 µM; 340,000 compounds, 0.53% hits; AID 485358;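 active = activation over 3 SD above normal in the single-dose calcium agonist read, cut at about 30% in these data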; note: 0% is about no effect
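In this primary screen, compounds producing a positive calcium signal within 180 s of addition to tetracycline-induced, force-coupled HEK293 Trex D2 cells are flagged; cells are dye-loaded with a no-wash calcium kit beforehand.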
12-LOX inh: ALOX12 (human) lipoxygenase inhibition; P18054; purified 12hLO, xylenol orange hydroperoxide absorbance; Potency, µM (series often up to 108 µM), without a hit: top-dose activity change, negative = inhibition, usual class: inhibitors; 580,000 compounds, 1.1% hits; AID 1671190; note: potency is the fitted concentration of half-maximal effect; % is set by controls: 0 for no effect and ±100 for the full control effect
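Hydroperoxide product was detected by ferrous iron/xylenol orange as the 573 to 405 nm absorbance ratio. Arachidonic acid at 40 uM (final) was turned over for 30 min at room temperature by 150 nM human 12hLO, pH 7.0 Hepes buffer, after 15 min compound preincubation.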
An asterisk follows results filed as active; ? = inconclusive; . = not tested or not shown; & = joins results of further samples; [ ] = another dose, or the depositor's remark. Unless noted, calls come from the whole dose curve; as a rule, active = well fitted curve in the direction sought with a large enough effect; inconclusive = small, poorly fitted or top-dose-only effect, or another doubt; inactive = no such curve, though single readings can be large; an effect the other way counts as inactive or inconclusive. An excerpt; rates above refer to the full screens.

SMILES	LDHA block	GRP78 ERSR act	D2 antag	Vif-APOBEC3G blk	RGS4 inh	ERG-DNA inh	Vif-APOBEC3F blk	D2 agonist	12-LOX inh
O=C(COC(=O)c1cc([N+](=O)[O-])ccc1NCCO)NCc1cccs1	-4	-2%	-16	3%	3%	10%	4%	4.2	-7%
Nc1nnc(SCC(=O)NC2CCCCC2)s1	-5	-1%	-10	-5%	11%	10%	1%	-0.2	0%
O=C(NCCN1CCN(c2ccccc2F)CC1)C1CCCN(S(=O)(=O)c2cnc[nH]2)C1 (stereo not given)	-1	-2%	20	3%	-4%	-5%	6%	-0.8	0%
Cc1nc(NC(C)C)c2cnn(CCc3ccccc3)c2n1	-6	-1%	3	1%	-8%	0%	-4%	2.0	145%[activator]
Cc1nn(-c2ccccc2)c(Cl)c1C(=O)Nc1ccc(N2CCOCC2)cc1	-3	-3%	0	0%	-12%	3%	-1%	1.7	-20%
CC(=O)Nc1ccc(S(=O)(=O)Nc2cccc(NC(=O)C(C)(C)C)c2)cc1	-9	-2%	21	1%	36%	0%	-6%	6.6	8%
Cc1cc(/C=C(\C#N)C(=O)OCC#N)c(C)n1CC(C)C	5	11%	-10	0%	-15%	-6%	?	0.3	-24%
CCCNC(=O)c1cc(C2CCCCN2C(=O)OCCF)on1 (stereo not given)	-10	-3%	.	3%	.	.	.	.	22%
Cc1cc(/C=N/NC(=O)Cn2c3ccccc3c(=O)c3ccccc32)c(C)n1-c1ccccc1	-2	-3%	-5	-15%	-18%	-7%	-8%	0.1	-13%
CNC(=O)NC(=O)COC(=O)c1cccc(S(=O)(=O)N2CC3(C)CC2CC(C)(C)C3)c1 (stereo not given)	-1	-5%	7	-4%	12%	12%	3%	1.0	-7%
CCOC(=O)C1=CCN(S(=O)(=O)c2ccccc2Br)C1c1ccccc1 (stereo not given)	-10	-3%	.	-1%	.	.	.	.	-56%
Cc1ccc(-n2nc(-c3ccc(F)cc3)c3cnc4cc5c(cc4c32)OCO5)cc1C	-2	-3%	.	0%	-11%	3%	5%	-0.1	-16%
CN1CCN(C(=O)CN(C2CCCCC2)S(=O)(=O)c2ccc(Br)cc2)CC1	-5&-24	-4%	11	-1%	19%	1%	7%	2.7	-14%&-20%
CCC(=O)Nc1sc(Cc2ccc3c(c2)OCO3)c(C)c1C(N)=O	-4	-4%	13	-23%	9%	0%	2%	-0.1	?
CCCCCCNc1c(C(=O)OCC)c(=O)[nH]c2ccccc12	3	-10%	14	2%	12%	1%	-1%	0.1	0%
CCOC(=O)c1oc2ccc(Br)cc2c1COC(=O)C1=COCCO1	-7	2%	-10	2%	-2%	1%	1%	0.4	-6%
Cc1ccc(C)c(NC(=O)C2CC(=O)N(C(C)C)C2)c1 (stereo not given)	-7	-4%	6	1%	6%[11.4 µM]	-8%	11%	0.0	10%
Cc1cc(NC(=O)C(C)SCC(=O)OCC(=O)Nc2c(C)cccc2C(C)C)no1 (stereo not given)	-10	-2%	6	-4%	2%	1%[15.4 µM]	-23%	0.3	161%[activator]
COc1ccc(NC(=O)CN2CCC(NC(=O)c3ccco3)CC2)c([N+](=O)[O-])c1	-5	-6%	5	-1%	18%	-2%	2%	-1.1	-24%
Cc1cc(C)c(C)c(S(=O)(=O)N2CCC(C(=O)Nc3ccccc3N3CCOCC3)CC2)c1C	-1	-7%	5	-2%	-27%	-5%	7%	0.0	-1%
O=C(CCCCn1c(=S)[nH]c2ccsc2c1=O)NCc1ccc2c(c1)OCO2	-10	0%	0	-8%	?	-11%	13%	-0.5	?
COc1ccc(/C(O)=C2/C(=O)C(=O)N(c3ccccn3)C2c2ccc(OC)cc2)cc1 (stereo not given)	-3	-2%	-24	-5%	26%	-7%	3%	1.4	-10%
O=C(CSc1nc2ccccc2[nH]1)N/N=C/C=C/c1ccccc1[N+](=O)[O-]	-5	1%	-12	1%	15%	1%	-20%	-1.5	14%
CN(C)C(CNC(=O)C1CCN(S(=O)(=O)c2ccc(Cl)cc2)CC1)c1ccccc1 (stereo not given)	-1	-5%	-22	-1%	-5%	-2%	?	-1.9	59%[activator]
Cc1ccc(C(=O)N2N=C(c3cccc(NS(C)(=O)=O)c3)CC2c2cccs2)cc1 (stereo not given)	-15	-2%	-3	-20%	0%	2%	-6%	-0.1	-8%

Reprinted from the part before: 3 entries, then new ones.
SMILES	LDHA block	GRP78 ERSR act	D2 antag	Vif-APOBEC3G blk	RGS4 inh	ERG-DNA inh	Vif-APOBEC3F blk	D2 agonist	12-LOX inh
O=C(CSc1nc2ccccc2[nH]1)N/N=C/C=C/c1ccccc1[N+](=O)[O-]	-5	1%	-12	1%	15%	1%	-20%	-1.5	14%
CN(C)C(CNC(=O)C1CCN(S(=O)(=O)c2ccc(Cl)cc2)CC1)c1ccccc1 (stereo not given)	-1	-5%	-22	-1%	-5%	-2%	?	-1.9	59%[activator]
Cc1ccc(C(=O)N2N=C(c3cccc(NS(C)(=O)=O)c3)CC2c2cccs2)cc1 (stereo not given)	-15	-2%	-3	-20%	0%	2%	-6%	-0.1	-8%
NC(=O)c1sc(=S)n2c1[nH]c(=O)c1sccc12	-6	3%	-4	5%	-25%	16%	?	4.7	?
O=C(Nc1ccc(Oc2ccsc2C(=O)O)cc1)c1ccccc1F	2	6%	-5	-1%	11%	6%	0%	-2.3	0%
Cc1nn(-c2ccc(F)cc2)c(Cl)c1/C=C(/CCC(=O)O)c1nc2ccccc2s1	-4	-5%	.	0%	-21%	-1%	7%	.	-2%
COC(=O)C1=C[C@@H](C(=O)OC)[C@@H]2C3=C(C(=O)[C@]2(CC(C)C)NC(=O)c2ccccc2)[C@H](C)n2c(=O)n(-c4ccccc4)c(=O)n2[C@@H]3C1	4	-6%	.	-2%	?	11%	1%	.	?
COc1cccc2cc(S(=O)(=O)c3ccc(F)c(C)c3)c(=O)oc12	7	-2%	.	0%	9%	7%	2%	-0.5	?
Cc1nc(Cl)c(C(=O)NCc2ccccc2)c(C)c1[N+](=O)[O-]	-6	-11%	-16	-1%	7%	-5%	7%	0.0	8%
CCOC(=O)c1cc(NC(=O)CCC(=O)O)ccc1N1CCCCC1	-8	-8%	2	-2%	16%	-5%	16%	-1.2	58%[activator]
COc1ccc(NS(=O)(=O)c2cc(NC(=O)CCNC(C)=O)ccc2N2CCCCC2)cc1	0	-3%	37*	-11%	9%	-5%	-8%	-0.2	?
O=C(Cn1ccc([N+](=O)[O-])n1)N1CCCc2ccccc21	3	1%	0	-1%	8%	.	3%	0.9	0%
CC(C)(C)OC(=O)n1cc(/C=N/NC(=O)c2ccco2)c2ccccc21	-5	18%	2	0%	-12%	2%	-6%	0.4	17%
CCOC(=O)c1cnc2c(c(C)nn2C)c1Oc1ccc(OC)cc1	-1	-2%	-9	-3%	-7%	-6%	5%	-0.3	6%
CCOc1ccc(CN2CCN(Cc3cnc(N4CCOCC4)s3)CC2CCO)cc1 (stereo not given)	-6	0%	6	1%	6%	2%	0%	0.3	-6%
CCn1c(CC(=O)Nc2cccc(OC)c2)nnc1SCC(=O)N1CCN(c2ccccc2)CC1	0	0%	-21	0%	16%	11%	-7%	-0.1	27%
Cc1ccc(C)c(CN2CCC(n3nccc3NC(=O)CCCc3ccccc3)CC2)c1	-1	-2%	-14	-1%	-7%	-1%	-26%	-0.6	426%[activator]
O=C(NC(c1ccc(-c2ccccc2)cc1)c1cnccn1)C1CCN(CCOc2ccc(F)cc2)CC1 (stereo not given)	2	-14%	.	-10%	.	.	.	.	?
O=C(c1ccc([N+](=O)[O-])s1)N1CCc2ccccc2C1	-5	-3%	6	-4%	10%	-1%	-15%	-0.2	0%
CCc1ccccc1NC(=O)C1C(c2ccccc2)C1(Cl)Cl (stereo not given)	-11	-4%	-17	0%	25%	-5%	.	1.2	-17%
NC(=O)c1sc2nc(-c3ccccc3)ccc2c1N	0	4%	-4	-12%	-27%	0%	-3%	0.5	?
Cc1ccc(Sc2ccc(N)cn2)cc1	-2	-1%	7	-5%	-3%	-2%	5%	0.3	18%
Cc1ccccc1NC(=S)NC1CCN(Cc2ccccc2)CC1	2	-3%	78*	-2%	-2%	-8%	1%	-0.1	-13%
Cc1ccc(NC(=O)Nc2ccc3c(c2)N(C)C(=O)CS3)cc1C	-12	-6%	-6	0%	2%	-9%	-4%	-0.2	-14%
CCN(CC)C(=O)N1CCN(C(=O)N(CC)CC)CC1	-8	-2%	1	-3%	13%	18%	-7%	-1.6	-18%
Cc1ccc(Cn2cc(S(=O)(=O)c3ccc(C)cc3)c(=O)c3cc(F)c(N4CCCC4)cc32)cc1	1	-2%	.	-5%	-3%	7%	-1%	1.2	8%
Cc1ccc2cc(CN(CC(C)C)S(=O)(=O)c3ccccc3)c(=O)[nH]c2c1	2	-1%	-4	-1%	1%	-7%	-1%	0.9	.
CC(=O)c1ccc(N2CCN(Cc3cc(=O)n4c(-c5ccccc5)csc4n3)CC2)cc1	-3	1%	.	1%	10%	1%	-8%	.	0%
Cc1nc(N2CCN(c3ccccc3)CC2)nc2c1C(=O)CC(c1ccccc1)C2 (stereo not given)	-1	-2%	2	0%	-9%	3%	6%	-1.0	-2%
OCc1nnc2c3ccccc3c(-c3ccccc3)nn12	-11	2%	16	1%	13%	.	-1%	0.1	0%
